G9a inh = qHTS Assay for Inhibitors of Histone Lysine Methyltransferase G9a; Histone-lysine N-methyltransferase EHMT2 (Homo sapiens), Q96KQ7; G9a H3K9 monomethylation, AlphaScreen, 2 h; Potency, µM (series often up to 102 µM), for inactives: at the top dose activity, negative = inhibition, actives largely listed as inhibitors; actives 8.8% (n = 350,000); AID 504332, 2011; further: potency means the concentration at half of the fitted maximal effect; on the % scale 0 is the no-effect control and ±100 the full control effect; nearly all actives have a fitted effect of over 75% in size
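Readings reflect AlphaScreen signal from monomethyl-H3K9 antibody detection. HMT at 20 nM; substrate b-H3K9 500 nM; cofactor SAM 20 uM; 2 h RT reaction; compounds tested as titrations in qHTS with 15 min preincubation.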
RGS4 inhibitor = Inhibitors of Regulator of G Protein Signaling (RGS) 4: qHTS; Regulator of G-protein signaling 4 (Homo sapiens), P49798; Transcreener GDP fluorescence polarization, RGS4-accelerated GTP hydrolysis; Potency, µM (highest dose often 114 µM), without a hit: at the top dose activity change, negative = inhibition, most hits filed as inhibitors; actives 0.039% (n = 390,000); AID 504845, 2011; further: potency means the concentration at half of the fitted maximal effect; on the % scale 0 is the no-effect control and ±100 the full control effect; nearly all actives have a fitted effect of over 75% in size; some results filed as inactive show a strong effect at the top dose
Target sequence (P49798 whole entry, looked up): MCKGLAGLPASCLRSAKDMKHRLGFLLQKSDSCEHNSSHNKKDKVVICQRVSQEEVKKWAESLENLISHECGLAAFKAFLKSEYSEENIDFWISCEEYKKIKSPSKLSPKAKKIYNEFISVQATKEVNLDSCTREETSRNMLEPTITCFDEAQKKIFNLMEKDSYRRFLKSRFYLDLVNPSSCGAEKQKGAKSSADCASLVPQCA
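MLSMR compounds (23 nl, pin-transferred) preincubated 10 min at room temperature with a 500nM (2x) first reagent, then RGS4 at 900nM (2x) plus Transcreener GDP mix added; fluorescence polarization (620/688 nm) read before and after 90 min at 30 °C.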
12-LOX inh = Primary qHTS assay for inhibitors of human arachidonate 12S-lipoxygenase (ALOX12): Round 2 | Polyunsaturated fatty acid lipoxygenase ALOX12 (Homo sapiens), P18054 | purified 12hLO, xylenol orange hydroperoxide absorbance | Potency, µM (top dose mostly 108 µM), inactives show at the top dose activity change, negative = inhibition, hits mostly inhibitors | actives 1.1% (n = 580,000); further: potency means the concentration at half of the fitted maximal effect; on the % scale 0 is the no-effect control and ±100 the full control effect
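Hydroperoxide product was detected by ferrous iron/xylenol orange as the 573 to 405 nm absorbance ratio. Arachidonic acid at 40 uM (final) was turned over for 30 min at room temperature by 150 nM human 12hLO, pH 7.0 Hepes buffer, after 15 min compound preincubation.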
HP1b chromo inh = HTS for Inhibitors of HP1-beta Chromodomain Interactions with Methylated Histone Tails; Chromobox protein homolog 1 (Homo sapiens), P83916; AID 540317, 2011; AlphaScreen HP1-beta / biotin-H3K9me3 peptide binding; actives 0.56% (n = 390,000); Potency, µM (highest dose often 114 µM), inactives show at the top dose activity change, negative = inhibition, usual class: inhibitors; further: potency means the concentration at half of the fitted maximal effect; nearly all actives have a fitted effect of over 70% in size; inactives centre near 23
Target sequence (P83916 whole entry, looked up): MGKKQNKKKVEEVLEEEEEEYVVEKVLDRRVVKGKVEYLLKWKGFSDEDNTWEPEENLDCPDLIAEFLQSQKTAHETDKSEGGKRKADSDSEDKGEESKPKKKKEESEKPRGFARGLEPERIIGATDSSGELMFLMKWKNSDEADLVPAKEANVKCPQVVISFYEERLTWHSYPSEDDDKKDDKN
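AlphaScreen: HP1-beta (50 nM) preformed 30 min with biotin-H3(1-18)K9me3 peptide (50 nM) in PBS pH 7.4, 0.01% Tween-20. Compound added for 30 min at RT, then streptavidin donor/nickel chelate acceptor beads (10 ug/mL) for 30 min.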
ERG-DNA inh = qHTS for Small Molecule Inhibitors of the ERG Ets/DNA interaction; Transcriptional regulator ERG (Homo sapiens), P11308; actives 0.028% (n = 370,000); fluorescence polarization, His-ERG Ets domain / labelled DNA; Potency, µM (titrated, usually from 76.9 µM), for inactives: top-dose FP activity, negative = inhibition, hits mostly inhibitors; active means well fitted inhibition curve with a large enough effect in the polarisation, with a control signal flat; inconclusive means small, poorly fitted or top-dose-only effect, or effect the other way, or a change in a side signal; inactive means no such curve, though single readings can be large or run the other way; the % refers to the polarisation;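 further: polarization taken with two DNA probes labelled with fluorescein and Texas red; potency means the concentration at half of the fitted maximal effect; % of control where 0% means no effect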
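His-tagged ERG Ets domain (1 uM in the protein solution; 300mM KCl, 50mM Tris-HCl, 1mM EDTA, 1mM DTT, pH 7.5) received compound, then a probe mix of 5 nM fluorescein-DNA and 100nM Texas-615-DNA. Fluorescence polarization was read for both dyes.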
PI4K2A block = qHTS for small molecular inhibitors of PI4K2A | Phosphatidylinositol 4-kinase type 2-alpha (Homo sapiens), Q9BTU6 | purified PI4K2A, ADP-Glo luminescence, 1 h; active compounds read low | activity change, negative = inhibition, % at 76.9 µM | actives 0.13% (n = 420,000) | AID 1346378, 2018; in the data active means activity change below about -50%; inconclusive means mostly about -30% to -49%;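 further: -100% = wells without enzyme as full effect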
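In this quantitative HTS, ADP production by PI4K2A was quantified luminescently after 1 h at ambient temperature; 100 microM adenosine served as plate-quality control.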
BAZ2B block = qHTS Assay for Inhibitors of BAZ2B. Bromodomain adjacent to zinc finger domain protein 2B (Homo sapiens), Q9UIF8. AlphaScreen BAZ2B-H3K14Ac peptide displacement. Potency, µM (top dose mostly 114 µM), for inactives: at the top dose activity change, negative = inhibition, usual class: inhibitors. actives 4.4% (n = 360,000). AID 504333, 2011; further: potency means the concentration at half of the fitted maximal effect; on the % scale 0 is the no-effect control and ±100 the full control effect; nearly all actives have a fitted effect of over 60% in size
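AlphaScreen luminescence quantifies BAZ2B engagement of H3K14Ac peptide; the protein and biotinylated peptide are both at 50 nM final, buffer PBS pH 7.4 with 0.01% Tween-20, all steps at room temperature.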
GLS inh = qHTS for Inhibitors of Glutaminase (GLS) | actives 0.21% (n = 410,000) | GLS enzymatic activity, qHTS titration | Potency, µM (top dose mostly 45.5 µM), for inactives: at the highest dose activity change, negative = inhibition, hits mostly inhibitors | Glutaminase kidney isoform, mitochondrial (Homo sapiens), O94925 | AID 624170, 2012; further: potency means the concentration at half of the fitted maximal effect; on the % scale 0 is the no-effect control and ±100 the full control effect
Target sequence (O94925 whole entry, looked up, canonical isoform): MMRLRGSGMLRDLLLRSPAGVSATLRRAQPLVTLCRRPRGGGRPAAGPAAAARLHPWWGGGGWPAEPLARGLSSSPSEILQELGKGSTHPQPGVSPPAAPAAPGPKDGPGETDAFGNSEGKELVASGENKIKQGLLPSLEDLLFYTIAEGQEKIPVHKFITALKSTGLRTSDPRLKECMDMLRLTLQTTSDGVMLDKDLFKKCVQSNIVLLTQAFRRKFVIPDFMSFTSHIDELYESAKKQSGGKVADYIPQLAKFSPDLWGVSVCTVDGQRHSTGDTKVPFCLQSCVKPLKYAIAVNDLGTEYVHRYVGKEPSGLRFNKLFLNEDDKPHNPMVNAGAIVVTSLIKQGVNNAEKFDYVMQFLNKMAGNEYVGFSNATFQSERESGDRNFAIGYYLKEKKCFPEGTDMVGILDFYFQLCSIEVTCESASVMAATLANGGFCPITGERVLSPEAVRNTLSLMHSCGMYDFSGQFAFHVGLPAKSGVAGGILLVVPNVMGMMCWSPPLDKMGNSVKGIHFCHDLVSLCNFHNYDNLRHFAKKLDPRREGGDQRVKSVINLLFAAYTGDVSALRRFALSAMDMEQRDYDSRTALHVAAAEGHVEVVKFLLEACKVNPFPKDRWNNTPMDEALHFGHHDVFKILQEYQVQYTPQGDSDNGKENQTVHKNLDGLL
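Compounds were pin-transferred onto hKGA, after which L-glutamine (1 mM solution) and a detection mix of glutamate oxidase, HRP and Amplex Red were added. Initial and 30 min RT fluorescence reads were collected.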
JMJD2A Tudor inh = qHTS Assay for Inhibitors of JMJD2A-Tudor Domain; Lysine-specific demethylase 4A (Homo sapiens), O75164; AlphaScreen JMJD2A-Tudor / H3K4me3 peptide binding; Potency, µM (doses to about 114 µM), without a hit: at the highest dose activity change, negative = inhibition, usual class: inhibitors; actives 4.4% (n = 390,000); further: potency means the concentration at half of the fitted maximal effect; on the % scale 0 is the no-effect control and ±100 the full control effect; nearly all actives have a fitted effect of over 50% in size
An asterisk follows results filed as active; [ ] = dose if it differs, or a comment. Unless noted, the call rests on the fitted dose curve; in most records, active means well fitted curve in the direction sought with a large enough effect; inconclusive means small, poorly fitted or top-dose-only effect, or another doubt; inactive means no such curve, though single readings can be large; an effect the other way counts as inactive or inconclusive. Only part of the results is shown; the hit share may differ from the screen's.

For COC(=O)c1sccc1NC(=O)/C=C/c1ccc(Cl)cc1 the results were G9a inh 25%[59 µM], RGS4 inhibitor -18%, 12-LOX inh 1%, HP1b chromo inh 38%, PI4K2A block 3, BAZ2B block 12%, GLS inh 11% and JMJD2A Tudor inh -3%.
For CN(CC(=O)Nc1cccc(F)c1)C(=O)c1ccc(OCc2cn3ccccc3n2)cc1 the results were RGS4 inhibitor 8%, 12-LOX inh 41%[activator], HP1b chromo inh 34%, ERG-DNA inh 0%, PI4K2A block -3, GLS inh -4% and JMJD2A Tudor inh -32%.
`Cc1ccccc1N1C(S)=C(C#N)C(=O)NC1c1ccco1` (stereo unspecified) gave RGS4 inhibitor -26%, 12-LOX inh inconclusive, HP1b chromo inh 23%, ERG-DNA inh -1%, PI4K2A block -15, BAZ2B block inconclusive, GLS inh 1% and JMJD2A Tudor inh -25%.
`O=C(/C=C/NCc1ccc(F)cc1)c1ccccc1` gave G9a inh inconclusive, RGS4 inhibitor -34%, 12-LOX inh 18%, HP1b chromo inh 14%, ERG-DNA inh 5%, PI4K2A block 10, BAZ2B block -5%, GLS inh 0% and JMJD2A Tudor inh -13%.
CC(=O)Nc1ccc(CCCCc2ccc(NC(C)=O)cc2)cc1 was read as RGS4 inhibitor -2%, 12-LOX inh 2%, HP1b chromo inh 34%[57 µM], ERG-DNA inh inconclusive, PI4K2A block 2, GLS inh -3% and JMJD2A Tudor inh 1%.
`CC(NC(=O)COc1ccc(S(=O)(=O)N2CCCC2)cc1)c1ccccc1` (stereo unspecified) gave G9a inh 22%, RGS4 inhibitor -3%, 12-LOX inh -17%, HP1b chromo inh 17%, ERG-DNA inh 9%, PI4K2A block 1, BAZ2B block 0%, GLS inh -9% and JMJD2A Tudor inh 9%.
For CC(C)(C)c1ccc(OCC(=O)Nc2cccc(S(=O)(=O)NC3=NCCCCC3)c2)cc1 the results were G9a inh inconclusive, RGS4 inhibitor -7%, 12-LOX inh -8%, HP1b chromo inh 34%, ERG-DNA inh inconclusive, PI4K2A block -1, BAZ2B block -1%, GLS inh -2% and JMJD2A Tudor inh -20%.
`CN(C)c1ccc(C2Nc3cccc4cccc(c34)N2)cc1` gave G9a inh 40µM*, RGS4 inhibitor -7%, 12-LOX inh 332%[activator], HP1b chromo inh inconclusive, ERG-DNA inh 1%, PI4K2A block -9, BAZ2B block inconclusive, GLS inh inconclusive and JMJD2A Tudor inh inconclusive.
O=C(NCc1ccccc1)c1ccc2c(c1)N(Cc1ccc(F)cc1)CCS2 was read as G9a inh 7%[59 µM], RGS4 inhibitor 0%, 12-LOX inh inconclusive, HP1b chromo inh 58%[activator], ERG-DNA inh -1%, PI4K2A block -2, BAZ2B block -16%, GLS inh 0% and JMJD2A Tudor inh -25%.
For Clc1ccc(N/N=C/c2ccncc2)cc1Cl the results were G9a inh inconclusive, RGS4 inhibitor -8%, 12-LOX inh inconclusive, HP1b chromo inh 7%, ERG-DNA inh -4%, PI4K2A block 3, BAZ2B block -37%, GLS inh 12% and JMJD2A Tudor inh inconclusive.
Screening O=C(Cn1cc2c(n1)CCCC2)Nc1cc(-c2cccc(Cl)c2)no1 returned G9a inh 22%[59 µM], RGS4 inhibitor -4%, 12-LOX inh 494%[activator], HP1b chromo inh 43%[activator], ERG-DNA inh 6%, PI4K2A block 1, BAZ2B block 1%, GLS inh 0% and JMJD2A Tudor inh -31%.
Screening CC(C)CC1NC(=O)N(CC(=O)NC2CCCCC2)C1=O (stereo unspecified) returned G9a inh inconclusive, RGS4 inhibitor -14%, 12-LOX inh -20%, HP1b chromo inh 40%[activator], ERG-DNA inh 100%[activator], PI4K2A block -1, BAZ2B block 2%, GLS inh -3% and JMJD2A Tudor inh 13%.
O=C(N/N=C/c1cc([N+](=O)[O-])c(N2CCOCC2)cc1N1CCOCC1)c1cccnc1 was read as G9a inh -3%, RGS4 inhibitor -14%, 12-LOX inh -20%, HP1b chromo inh -8%, ERG-DNA inh -3%, PI4K2A block -1, GLS inh 5% and JMJD2A Tudor inh -20%.
For COc1ccccc1Cn1c(CNS(=O)(=O)c2ccccc2Cl)nc2cccnc21 the results were G9a inh 40%[59 µM], RGS4 inhibitor -33%, 12-LOX inh -22%, HP1b chromo inh 27%[57 µM], ERG-DNA inh 10%, PI4K2A block -2, BAZ2B block -13%, GLS inh 4% and JMJD2A Tudor inh -9%.
`Cn1c(=NC(=O)c2ccccc2[N+](=O)[O-])sc2cccc(F)c21` gave G9a inh -3%, RGS4 inhibitor 19%, 12-LOX inh 38%[activator], HP1b chromo inh 49%[activator], ERG-DNA inh 14%, PI4K2A block -3, BAZ2B block -1%, GLS inh 1% and JMJD2A Tudor inh 2%.
Screening CC(=O)N1c2ccccc2Nc2ccccc21 returned G9a inh -1%[59 µM], RGS4 inhibitor 8%, 12-LOX inh 0%, HP1b chromo inh 20%, ERG-DNA inh -5%, PI4K2A block 2, BAZ2B block -4%, GLS inh 15% and JMJD2A Tudor inh 9%.
`O=C(NNC(=O)c1ccc(S(=O)(=O)N2CCOCC2)cc1)c1ccccc1` gave G9a inh 22%, RGS4 inhibitor -53%, 12-LOX inh inconclusive, HP1b chromo inh 21%, ERG-DNA inh 19%, PI4K2A block 0, BAZ2B block 12%, GLS inh -18% and JMJD2A Tudor inh -1%.
CCOc1ccc(NC(=O)CSc2nc3nc(C)c(Cc4ccccc4)c(C)n3n2)cc1 was read as G9a inh -3%[59 µM], RGS4 inhibitor -16%, 12-LOX inh inconclusive, HP1b chromo inh 32%, ERG-DNA inh -1%, PI4K2A block -2, BAZ2B block 1%, GLS inh 0% and JMJD2A Tudor inh -14%.
COc1cc([N+](=O)[O-])ccc1-c1ccc(C(=O)Nc2ccc(NC(C)=O)cc2)o1 was read as G9a inh 8.9µM*, RGS4 inhibitor -38%, 12-LOX inh -18%, HP1b chromo inh 25%, ERG-DNA inh -11%, PI4K2A block -1, BAZ2B block -8%, GLS inh 4% and JMJD2A Tudor inh -9%.
OC1CC(c2ccco2)NC2(CCCCC2)C1 (stereo unspecified) was read as G9a inh 8.9µM*, RGS4 inhibitor 26%, 12-LOX inh -4%, HP1b chromo inh -55%, ERG-DNA inh -19%, PI4K2A block 7, BAZ2B block inconclusive, GLS inh -1% and JMJD2A Tudor inh 7.9µM*.
`Cc1ccc(S(=O)(=O)c2ccsc2NC(=O)c2ccccc2)cc1` gave RGS4 inhibitor 3%, 12-LOX inh 7%, HP1b chromo inh 49%[activator], ERG-DNA inh -1%, PI4K2A block 9, GLS inh -7% and JMJD2A Tudor inh 3%.
Screening COC(=O)N1CCc2c(sc(NC(=O)C3COc4ccccc4O3)c2C(N)=O)C1 (stereo unspecified) returned G9a inh 8%[0.501 µM], RGS4 inhibitor -23%, 12-LOX inh 18µM*, HP1b chromo inh inconclusive, ERG-DNA inh -10%, PI4K2A block -4, BAZ2B block 6%, GLS inh 22% and JMJD2A Tudor inh -27%.
For O=C(c1cccc(S(=O)(=O)N2CCc3ccccc32)c1)N1CCOCC1 the results were RGS4 inhibitor -17%, 12-LOX inh -19%, HP1b chromo inh 30%, ERG-DNA inh -5%, PI4K2A block 0, GLS inh 5% and JMJD2A Tudor inh -6%.
CCOC(=O)C1(CC)CC(CSc2nc3ccccc3[nH]2)OC1=O (stereo unspecified) was read as G9a inh -9%[12.7 µM], RGS4 inhibitor 2%, 12-LOX inh -10%, HP1b chromo inh 14%, ERG-DNA inh 5%, PI4K2A block -4, BAZ2B block inconclusive, GLS inh 1% and JMJD2A Tudor inh 89µM*.
Screening CCc1noc(C)c1C(=O)NNC(=O)c1cc(OC)c(OC)c(OC)c1 returned G9a inh 6.3µM*, RGS4 inhibitor -16%, 12-LOX inh inconclusive, HP1b chromo inh 29%, ERG-DNA inh -5%, PI4K2A block -2, BAZ2B block 3%, GLS inh 5% and JMJD2A Tudor inh 1%.
`O=C(c1ccc(Cl)c(S(=O)(=O)N2CCCC2)c1)N1CCN(c2ccccc2F)CC1` gave G9a inh -23%, RGS4 inhibitor -26%, 12-LOX inh 0%, HP1b chromo inh 35%, ERG-DNA inh 10%, PI4K2A block 1, BAZ2B block -26%, GLS inh -15% and JMJD2A Tudor inh -13%.
`O=C(O)Cc1cn(-c2ccccc2)nc1-c1ccccc1` gave G9a inh 0%, RGS4 inhibitor -8%, 12-LOX inh 17%, HP1b chromo inh 58%[activator], ERG-DNA inh 2%, PI4K2A block 1, BAZ2B block -3%, GLS inh 0% and JMJD2A Tudor inh -1%.

Compound activity as filed in PubChem BioAssay.
